Screens as filed in PubChem.
EPAC2 antag = antagonists of human EPAC2. Q8WZA2. EPAC2 GEF exchange of Rap1B-BODIPY-GDP, fluorescence. Potency, µM (series often up to 114 µM), for the others: at the highest dose activity, negative = inhibition, actives largely listed as inhibitors. 0.18% of 360,000 active. AID 720708; note: potency is the fitted concentration of half-maximal effect; % is set by controls: 0 for no effect and ±100 for the full control effect; nearly all actives have a fitted effect of over 45% in size; many of its hits are not listed in these tables
Target sequence (Q8WZA2 whole entry, looked up): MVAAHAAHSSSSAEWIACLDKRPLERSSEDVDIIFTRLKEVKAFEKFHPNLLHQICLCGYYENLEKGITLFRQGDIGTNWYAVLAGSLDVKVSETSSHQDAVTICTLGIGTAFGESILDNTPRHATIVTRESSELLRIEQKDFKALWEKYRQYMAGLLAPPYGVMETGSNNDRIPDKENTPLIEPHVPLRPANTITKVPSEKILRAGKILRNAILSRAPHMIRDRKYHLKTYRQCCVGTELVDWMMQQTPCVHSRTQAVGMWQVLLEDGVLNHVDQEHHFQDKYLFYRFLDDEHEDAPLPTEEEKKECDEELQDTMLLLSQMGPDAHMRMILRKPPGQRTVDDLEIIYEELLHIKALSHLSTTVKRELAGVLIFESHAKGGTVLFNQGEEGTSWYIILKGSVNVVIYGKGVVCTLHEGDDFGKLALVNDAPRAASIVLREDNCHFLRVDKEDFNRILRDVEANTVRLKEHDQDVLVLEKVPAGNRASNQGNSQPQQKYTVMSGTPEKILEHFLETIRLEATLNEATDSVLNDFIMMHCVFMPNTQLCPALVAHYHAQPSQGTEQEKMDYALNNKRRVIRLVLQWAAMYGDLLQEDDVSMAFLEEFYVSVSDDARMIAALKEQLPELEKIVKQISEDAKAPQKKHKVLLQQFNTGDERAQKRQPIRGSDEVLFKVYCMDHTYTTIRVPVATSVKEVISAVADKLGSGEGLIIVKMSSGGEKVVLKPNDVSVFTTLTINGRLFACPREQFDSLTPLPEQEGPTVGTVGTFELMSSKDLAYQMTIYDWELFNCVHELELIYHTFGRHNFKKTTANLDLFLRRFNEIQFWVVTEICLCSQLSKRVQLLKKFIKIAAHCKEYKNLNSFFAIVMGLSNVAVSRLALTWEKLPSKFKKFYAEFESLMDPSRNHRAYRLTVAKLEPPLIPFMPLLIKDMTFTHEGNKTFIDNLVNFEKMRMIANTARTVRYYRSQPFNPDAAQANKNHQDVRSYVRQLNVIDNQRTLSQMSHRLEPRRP
A549 tox = A549 cytotoxicity, counter-screen for Nrf2 inhibitors | 0.16% of 390,000 active | A549 ARE-Fluc cells, CellTiter-Fluor viability, 18-24 h | Potency, µM (highest dose often 46 µM), for inactives: at the top dose activity change, negative = cytotoxicity, most hits filed as inhibitors; note: potency is the fitted concentration of half-maximal effect; % is set by controls: 0 for no effect and ±100 for the full control effect
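Cytotoxicity counterscreen: CellTiter-Fluor fluorescence was measured in A549 ARE_Fluc cells after 18-24 h of compound exposure in a concentration series. The subsequent BugLite luminescent read reports ARE-luciferase activity.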
MmCpn inh = inhibitors of Methanococcus maripaludis chaperonin (MmCpn); 0.031% of 330,000 active; Potency, µM (series often up to 76.9 µM), for inactives: at the top dose activity, negative = inhibition, hits mostly inhibitors; purified Mm-Cpn ATPase, ADP Transcreener TR-FRET; note: potency is the fitted concentration of half-maximal effect; % is set by controls: 0 for no effect and ±100 for the full control effect; nearly all actives have a fitted effect of over 80% in size
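Quantitative HTS used 25 nM Mm-CPN and 10 uM ATP in magnesium/KCl Tris buffer, pH 7.4, with 1 mM DTT. Hydrolysis ran 30 min at 37°C; ADP was read by HTRF.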
EPAC2 agonist = activates human EPAC2 exchange factor. Q8WZA2. EPAC2 activation, biochemical qHTS; response scale: 100% = 6.5 mM cAMP response. Potency, µM (highest dose often 154 µM), for inactives: at the top dose activation, most hits filed as activators. 0.079% of 360,000 active; note: potency is the fitted concentration of half-maximal effect; nearly all actives have a fitted effect of over 50% in size
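qHTS, titration series. 100 nM EPAC2 / 250 nM Rap1B-BODIPY-GDP / 50 uM GDP; RT; ex 480/em 540 nm, 5-min reads to 30 min. Norm. to 6.5 mM cAMP = activation.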
Nrf2 ARE act = Nrf2 pathway activation; AREc32 ARE-luciferase reporter (MCF7-derived line), luminescence, 24 h; Potency, µM (top dose mostly 46.1 µM), for inactives: top-dose activation, hits mostly activators; 0.31% of 410,000 active; note: potency is the fitted concentration of half-maximal effect; % of control where 0% means no effect; nearly all actives have a fitted effect of over 65% in size
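Nrf2 activation is followed as ARE-luciferase induction in the AREc32 line after one day of compound treatment; luminescence is read with Steady-Glo.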
TGFb SMAD3 inh = blocks TGF-b signaling. 1.2% of 410,000 active. AID 588855. HepG2 CAGA-GFP TGF-b/SMAD3 reporter, GFP fluorescence, 18 h; TGF-beta stimulated, 500 pg/mL final. Potency, µM (doses to about 46.1 µM), for inactives: at the top dose activity, negative = inhibition, hits mostly inhibitors; note: potency is the fitted concentration of half-maximal effect; % is set by controls: 0 for no effect and ±100 for the full control effect; nearly all actives have a fitted effect of over 65% in size
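Using HEPG2 CAGA-GFP reporter cells at 1000 cells/well, we pinned test compounds, stimulated with recombinant TGF-beta (500 pg/mL final) and measured total well GFP after 18 h.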
Akt phos inh = inhibitors of Akt phosphorylation; Neuro2A IGF-stimulated pAkt S473 HTRF, 20 min; active compounds read low; activity change, % for hits at 50 µM; 0.32% of 360,000 active; AID 651550; in the data active = activity change below about -80%; inconclusive = mostly about -51% to -80%; note: % is set by controls: 0 for no effect and ±100 for the full control effect
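Neuro2A cells in DMEM with 0.5% FBS, overnight at 37 deg C, given compound at single 50 µM final, then IGF (6 nM final) for 20 min at 37 deg C. Lysed; phospho-Akt Ser473 by HTRF after 24 h, 665/615 ratio.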
Nrf2 block = blocks Nrf2 signaling; Potency, µM (doses to about 46 µM), without a hit: top-dose activity change, negative = inhibition, actives largely listed as inhibitors; 2.1% of 360,000 active; A549 ARE-Fluc reporter, luciferase luminescence, 18-24 h; AID 504444; note: potency is the fitted concentration of half-maximal effect; % is set by controls: 0 for no effect and ±100 for the full control effect; nearly all actives have a fitted effect of over 60% in size
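Nrf2 function is reported as luminescence of an ARE-controlled luciferase in A549 cells. Compounds were tested at several concentrations, and a CellTiter-Fluor read on the same wells flagged cytotoxicity.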
CCT modulator = cytosolic chaperonin activity modulation | purified chaperonin ATPase assay, HTRF ADP detection, 30 min | activity change, % (no concentration beside the values), hits read low | 0.3% of 360,000 active | AID 651819; in the data active = activity change below about -30%; note: % is set by controls: 0 for no effect and ±100 for the full control effect
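TRiC (40 or 20 nM final, by batch activity) in 30 mM Tris pH 7.4, 100 mM KCl, 5 mM MgCl2, 1 mM DTT was treated with compound at 76 uM single dose, then 10 uM ATP, 30 min at 37 °C. ADP was read by HTRF Transcreener.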
* marks the source's active call; other numbers are inactive results; [ ] = dose if it differs, or a comment. Unless noted, calls come from the whole dose curve; as a rule, active = well fitted curve in the direction sought with a large enough effect; inconclusive = small, poorly fitted or top-dose-only effect, or another doubt; inactive = no such curve, though single readings can be large; an effect the other way counts as inactive or inconclusive. Not all compounds are listed; count on the stated rates, not on these rows.

For CC(C)OC(=O)c1cccc(C(=O)O)n1 the results were EPAC2 antag 5%, A549 tox -1%, MmCpn inh -1%, EPAC2 agonist -3%, Nrf2 ARE act 0.3%, TGFb SMAD3 inh 7%, Akt phos inh inactive, Nrf2 block 2% and CCT modulator 1.2.
Screening Cc1coc2c1c(C)cc1oc(=O)c(CC(=O)N[C@@H](C)C(=O)O)c(C)c12 returned EPAC2 antag -1%, A549 tox 1%, MmCpn inh -3%, EPAC2 agonist 13%, Nrf2 ARE act -0.5%, TGFb SMAD3 inh 2%, Akt phos inh inactive, Nrf2 block 0% and CCT modulator 0.5.
`Cn1nnnc1SCCNCc1ccc(Cl)cc1` gave EPAC2 antag 3%, A549 tox 2%, MmCpn inh 0%, EPAC2 agonist 5%, Nrf2 ARE act -0.3%, TGFb SMAD3 inh -8%, Akt phos inh inactive, Nrf2 block inconclusive and CCT modulator 0.1.
For COc1cccc(-c2nc(COc3ccc(Cl)cc3Cl)no2)c1 the results were EPAC2 antag 2%, A549 tox -4%, MmCpn inh 0%, EPAC2 agonist 8%, Nrf2 ARE act 0.3%, TGFb SMAD3 inh -14%, Akt phos inh inactive, Nrf2 block 8% and CCT modulator -3.1.
Screening O=C(Nc1ccccc1)C1=C[C@@H](C2CCCCC2)C[C@@H](OCc2ccc(CO)cc2)O1 returned EPAC2 antag -11%, A549 tox -11%, EPAC2 agonist 13%, Nrf2 ARE act 1.5%, TGFb SMAD3 inh -10%, Akt phos inh inactive, Nrf2 block inconclusive and CCT modulator -2.4.
Screening O=C(Nc1ccc(Cl)cc1)Nc1ccccc1CC[N+](=O)[O-] returned EPAC2 antag -15%, A549 tox -14%, MmCpn inh 0%, EPAC2 agonist -10%, Nrf2 ARE act 6.6%, TGFb SMAD3 inh 9%, Akt phos inh inactive, Nrf2 block inconclusive and CCT modulator -1.0.
For CCOC(=O)c1ccc(NC(=S)NN)cc1 the results were EPAC2 antag -1%, A549 tox inconclusive, MmCpn inh 2%, EPAC2 agonist 6%, Nrf2 ARE act 2.8%, TGFb SMAD3 inh -20%, Akt phos inh inactive, Nrf2 block -7% and CCT modulator 1.6.
For COc1ccc(Nc2nc(N)nc(CSc3nccn3C)n2)cc1 the results were EPAC2 antag 2%[57.1 µM], A549 tox -5%, MmCpn inh 0%, EPAC2 agonist 1%, Nrf2 ARE act -0.3%, TGFb SMAD3 inh 5%, Akt phos inh inactive, Nrf2 block inconclusive and CCT modulator 0.3.
CCOC(=O)C1CCN(S(=O)(=O)c2ccc3c4c(cccc24)C(=O)N3)CC1 was read as EPAC2 antag 2%, A549 tox 1%, MmCpn inh -6%, EPAC2 agonist 0%, Nrf2 ARE act 0.2%, TGFb SMAD3 inh inconclusive, Akt phos inh inactive, Nrf2 block inconclusive and CCT modulator -1.7.
For COc1ccccc1NC(=S)N1CCC(C(=O)c2ccc(F)cc2)CC1 the results were EPAC2 antag 1%, A549 tox 22%, MmCpn inh -1%, EPAC2 agonist 10%, Nrf2 ARE act 0.3%, TGFb SMAD3 inh 0%, Akt phos inh inactive, Nrf2 block 7% and CCT modulator -1.0.
O=C(NCC1CCCO1)c1cccc(S(=O)(=O)Nc2ccc(SC(F)F)cc2)c1 (stereo not drawn) was read as EPAC2 antag 5%, A549 tox -9%, MmCpn inh -2%, EPAC2 agonist 1%, Nrf2 ARE act -0.4%, TGFb SMAD3 inh 6%, Akt phos inh inactive, Nrf2 block -17% and CCT modulator -1.2.
Screening Cc1cc(C)cc(N2C(=O)CS(=O)(=O)C23C(=O)N(C)c2ccccc23)c1 (stereo not drawn) returned A549 tox 5%, Nrf2 ARE act -0.9%, TGFb SMAD3 inh 5% and Nrf2 block 8%.
`NC(=O)c1ncn([C@@H]2O[C@H](CNC(=O)[C@H](N)CSCc3ccccc3)[C@@H](O)[C@H]2O)n1` gave EPAC2 antag 13%, A549 tox -4%, EPAC2 agonist -3%, Nrf2 ARE act 0.2%, TGFb SMAD3 inh 17%, Akt phos inh inactive, Nrf2 block 11% and CCT modulator 0.6.
For Cc1cc(C)cc(C(=O)OCC(=O)N2CCCCCC2)c1 the results were EPAC2 antag -10%, A549 tox -4%, MmCpn inh -1%, EPAC2 agonist 2%, Nrf2 ARE act 0.9%, TGFb SMAD3 inh -4%, Akt phos inh inactive, Nrf2 block 12% and CCT modulator 1.2.
Screening N#CC1=C(N)C2=CCCC[C@H]2[C@H](c2cccc(F)c2)C1(C#N)C#N returned EPAC2 antag -11%, A549 tox -2%, MmCpn inh -5%, EPAC2 agonist 11%, Nrf2 ARE act 22%, TGFb SMAD3 inh inconclusive, Akt phos inh inactive, Nrf2 block -22% and CCT modulator -2.0.

Taken from above, four compounds:
Screening Cc1cc(C)cc(N2C(=O)CS(=O)(=O)C23C(=O)N(C)c2ccccc23)c1 (stereo not drawn) returned A549 tox 5%, Nrf2 ARE act -0.9%, TGFb SMAD3 inh 5% and Nrf2 block 8%.
`NC(=O)c1ncn([C@@H]2O[C@H](CNC(=O)[C@H](N)CSCc3ccccc3)[C@@H](O)[C@H]2O)n1` gave EPAC2 antag 13%, A549 tox -4%, EPAC2 agonist -3%, Nrf2 ARE act 0.2%, TGFb SMAD3 inh 17%, Akt phos inh inactive, Nrf2 block 11% and CCT modulator 0.6.
For Cc1cc(C)cc(C(=O)OCC(=O)N2CCCCCC2)c1 the results were EPAC2 antag -10%, A549 tox -4%, MmCpn inh -1%, EPAC2 agonist 2%, Nrf2 ARE act 0.9%, TGFb SMAD3 inh -4%, Akt phos inh inactive, Nrf2 block 12% and CCT modulator 1.2.
Screening N#CC1=C(N)C2=CCCC[C@H]2[C@H](c2cccc(F)c2)C1(C#N)C#N returned EPAC2 antag -11%, A549 tox -2%, MmCpn inh -5%, EPAC2 agonist 11%, Nrf2 ARE act 22%, TGFb SMAD3 inh inconclusive, Akt phos inh inactive, Nrf2 block -22% and CCT modulator -2.0.

(further entries)
CN1C(=O)C(CCC(=O)O)NC1=S (stereo not drawn) was read as EPAC2 antag 0%, A549 tox 2%, MmCpn inh -4%, EPAC2 agonist 8%, Nrf2 ARE act 0.0%, TGFb SMAD3 inh -3%, Akt phos inh inactive, Nrf2 block 0% and CCT modulator -1.0.
For O=C(Nc1nnc(-c2ccccc2Cl)o1)c1ccc(S(=O)(=O)N2CCCCCC2)cc1 the results were EPAC2 antag 0%, A549 tox -15%, MmCpn inh 1%, EPAC2 agonist -17%, Nrf2 ARE act -2.0%, TGFb SMAD3 inh inconclusive, Akt phos inh inactive, Nrf2 block inconclusive and CCT modulator -2.3.
`Cc1cc(/C=N/NC(=O)c2ccsc2)c(C)n1-c1cnccn1` gave EPAC2 antag -4%, A549 tox inconclusive, MmCpn inh -1%, EPAC2 agonist 2%, Nrf2 ARE act 5.3%, TGFb SMAD3 inh 3%, Akt phos inh inactive, Nrf2 block 2% and CCT modulator 2.0.
For COc1ccc(C2CC(=O)c3cc(-c4nc(-c5ccc(C)cc5)cs4)c(=O)[nH]c3C2)cc1 (stereo not drawn) the results were A549 tox 1%, Nrf2 ARE act 11%, TGFb SMAD3 inh 6% and Nrf2 block 3%.
For Cc1cc(C)c(/C=N/NC(=O)c2nnn(-c3nonc3N)c2COc2ccc(F)cc2)c(C)c1 the results were EPAC2 antag -17%, A549 tox 0%, MmCpn inh -11%, EPAC2 agonist 12%, Nrf2 ARE act 2.3%, TGFb SMAD3 inh inconclusive, Akt phos inh inactive, Nrf2 block -26% and CCT modulator 0.8.
Screening O=C(N1CCC(n2nc(-c3ccccc3)oc2=O)CC1)C1(c2ccc(Cl)cc2)CC1 returned EPAC2 antag inconclusive, A549 tox -3%, MmCpn inh 0%, EPAC2 agonist 24%, Nrf2 ARE act 0.2%, TGFb SMAD3 inh inconclusive, Akt phos inh inactive, Nrf2 block -9% and CCT modulator -1.1.
`CN1C(=O)CC(N2CCN(CC(=O)N3CCCC3)CC2)C1=O` (stereo not drawn) gave EPAC2 antag -6%, A549 tox -3%, MmCpn inh 1%, EPAC2 agonist -2%, Nrf2 ARE act -1.4%, TGFb SMAD3 inh 0%, Akt phos inh -113%*, Nrf2 block 7% and CCT modulator -0.5.
Screening COc1ccc(OC)c(S(=O)(=O)NC(=O)C2(C)CCN2C(=O)C2(c3ccc(Cl)cc3)CC2)c1 (stereo not drawn) returned EPAC2 antag 12%, EPAC2 agonist 4%, Nrf2 ARE act 0.1%, TGFb SMAD3 inh -1%, Akt phos inh inactive and CCT modulator -1.2.
For COc1cc(C)ccc1OCCSc1nc2ccc(NC(=O)c3cccs3)cc2s1 the results were A549 tox 0%, Nrf2 ARE act 3.5%, TGFb SMAD3 inh -6% and Nrf2 block inconclusive.
Screening CNC(C)C#Cc1ccc2oc3cccc(OC)c3c(=O)c2c1 (stereo not drawn) returned EPAC2 antag -12%, A549 tox -5%, MmCpn inh -1%, EPAC2 agonist 6%, Nrf2 ARE act inconclusive, TGFb SMAD3 inh -15%, Akt phos inh inactive, Nrf2 block 18% and CCT modulator -0.5.
`COc1cc(/C=N\NC(=O)c2ccc(-c3ccccc3)cc2)ccc1OCC(N)=O` gave EPAC2 antag 21%, A549 tox -17%, MmCpn inh 0%, EPAC2 agonist -4%, Nrf2 ARE act -0.1%, TGFb SMAD3 inh -10%, Akt phos inh inactive, Nrf2 block inconclusive and CCT modulator -0.2.
`O=C(NCc1cccnc1)c1cc2nc(-c3ccc4c(c3)OCO4)cc(C(F)(F)F)n2n1` gave EPAC2 antag 1%, A549 tox 21%, MmCpn inh -1%, EPAC2 agonist 9%, Nrf2 ARE act -1.2%, TGFb SMAD3 inh -2%, Akt phos inh inactive, Nrf2 block -22% and CCT modulator -1.5.
